TEAD-YAP inh = TEAD-YAP interaction inhibition | HEK-TIYL cells, TEAD-Gal4/YAP UAS-luciferase luminescence | inhibition, % at 9.12 µM | actives 1.4% (n = 640,000) | AID 1259422; in the data active means inhibition above about 32%;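 further: 0% = median of test compound wells and 100% = reference inhibitor wells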
FBW7 activator = human FBW7 E3 ligase activation, primary screen | Q969H0 | AlphaScreen FBW7–phospho-cyclin E peptide binding, activator screen | normalized activity (activation), % at 26.1 µM | actives 0.13% (n = 650,000) | AID 1259310; in the data active means normalized activity above about 1.9%;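 further: purified mutant Fbw7 with reduced substrate affinity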
Target sequence (Q969H0 whole entry, looked up): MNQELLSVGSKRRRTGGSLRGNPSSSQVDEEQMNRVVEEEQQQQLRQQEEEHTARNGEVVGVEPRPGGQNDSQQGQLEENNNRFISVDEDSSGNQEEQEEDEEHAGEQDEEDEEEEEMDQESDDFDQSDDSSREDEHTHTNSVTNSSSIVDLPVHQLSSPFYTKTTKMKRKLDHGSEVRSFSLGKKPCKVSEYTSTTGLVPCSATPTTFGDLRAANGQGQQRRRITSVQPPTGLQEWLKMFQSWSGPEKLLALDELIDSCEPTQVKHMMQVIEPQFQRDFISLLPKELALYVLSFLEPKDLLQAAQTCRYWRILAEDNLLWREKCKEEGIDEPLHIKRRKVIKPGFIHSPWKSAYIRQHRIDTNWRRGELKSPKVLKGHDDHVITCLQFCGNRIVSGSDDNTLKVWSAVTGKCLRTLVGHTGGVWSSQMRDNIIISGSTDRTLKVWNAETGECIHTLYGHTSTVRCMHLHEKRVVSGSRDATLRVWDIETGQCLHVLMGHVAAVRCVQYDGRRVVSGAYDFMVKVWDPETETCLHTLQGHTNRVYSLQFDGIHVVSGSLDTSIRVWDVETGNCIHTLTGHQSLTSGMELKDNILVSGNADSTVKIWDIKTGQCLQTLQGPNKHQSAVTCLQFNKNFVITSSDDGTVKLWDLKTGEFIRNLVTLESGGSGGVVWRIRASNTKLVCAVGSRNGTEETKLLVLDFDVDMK
MITF inh = inhibitors of human MITF | O75030 | actives 0.91% (n = 650,000) | inhibition, % at 2.6 µM | AlphaScreen MITF homodimerization, bead proximity signal; in the data active means inhibition above about 50%;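 further: 0% = vehicle wells with protein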
GPR151 ag = activators of human GPR151; Q8TDV0; PathHunter beta-arrestin GPR151 cells, luminescence; activation, % at 11.2 µM; actives 1% (n = 650,000); in the data active means activation above about 4.9%;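 further: 0% = median of compound wells and 100% = cells with positive control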
Target sequence (Q8TDV0 whole entry, looked up): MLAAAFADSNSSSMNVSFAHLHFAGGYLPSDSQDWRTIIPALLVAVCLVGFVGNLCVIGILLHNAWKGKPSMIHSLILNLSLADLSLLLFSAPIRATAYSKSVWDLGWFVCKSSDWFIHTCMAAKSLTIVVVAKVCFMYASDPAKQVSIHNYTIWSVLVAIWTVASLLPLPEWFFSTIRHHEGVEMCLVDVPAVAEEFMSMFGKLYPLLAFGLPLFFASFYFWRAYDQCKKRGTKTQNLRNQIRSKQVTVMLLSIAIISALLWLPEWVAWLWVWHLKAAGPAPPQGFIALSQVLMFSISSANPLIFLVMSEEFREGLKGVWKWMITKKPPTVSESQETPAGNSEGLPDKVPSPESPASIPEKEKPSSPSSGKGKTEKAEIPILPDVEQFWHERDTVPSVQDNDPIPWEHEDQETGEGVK
Starred values were filed as active, the others as inactive; & = joins results of further samples.

SMILES	TEAD-YAP inh	FBW7 activator	MITF inh	GPR151 ag
CCC(=O)Nc1c2c(nn1-c1cccc(Cl)c1)CSC2	0.3	0.0	13.6	1.4
CCOC(=O)C1=C(C)N=c2s/c(=C\c3cc(I)c(O)c(OCC)c3)c(=O)n2C1c1ccccc1 (stereo not given)	3.8	-0.1	5.7	3.7
CCC(C(=O)N1CCN(c2ccccc2)CC1)c1ccccc1 (stereo not given)	-1.3	0.0	7.3	-0.8
CCN(CC)c1ccc(/C=N\NC(=O)CNc2ccccc2C)cc1	10.3	-0.1	2.3	1.0
C/C(=N\Nc1ccc(F)cc1)c1ccc(N2CCN(C)CC2)c(F)c1	-1.8	0.6	-7.0	0.0
C=CCn1c(SCC(=O)Nc2scc(-c3ccc(OC)cc3)c2C(=O)OCC)nc2sc3c(c2c1=O)CCC(C)C3 (stereo not given)	3.6	0.2	13.5	0.4
O=C(NC1CCCC1)C1CCN(c2nnnn2-c2ccccc2)CC1	-0.5	-0.1	-1.6	2.2
Cc1cccc(NCc2nc3ccccc3n2C)c1	-54.5	-0.1	0.1	-3.0
Cc1ccnc(NS(=O)(=O)c2ccc(NC(=O)c3ccc(S(=O)(=O)N4CCCCC4)cc3)cc2)n1	-9.2	-0.1	6.7	0.8
COc1ccc(OC)c(NC(=O)c2cc(Cl)ccc2Cl)c1	-17.5	-0.1	0.0	1.0
CCOc1ccc2nc3sc(C(=O)Nc4nc(C)cs4)c(N)c3cc2c1	-21.2	0.2	22.6	0.7
COc1ccc(NC(=O)c2oc(=O)c3ccccc3c2-c2ccccc2)c(OC)c1	5.1	0.1	6.6	-0.2
COc1ccc(NC(=O)c2cc(-c3ccccc3F)no2)cc1	-5.3	0.1	1.4	0.1
CC(NC(=O)C(=O)NC1CC1)c1ccccc1 (stereo not given)	6.4	0.1	11.3	-0.9
CCCNc1ncnc2nc(Nc3ccc(-n4ccnc4)cc3)[nH]c12	-4.6	-0.1	11.6	0.2
Cc1cccc(C(=O)OCC(=O)c2ccc(Br)cc2)c1	-56.0	0.2	9.3	-0.3
O=C(Nc1ccncc1)c1ccc(OCC(O)c2ccc(Br)cc2)cc1 (stereo not given)	-2.8	0.0	26.4	1.3
Cc1ccccc1Cc1c(C)nc2c(C(=O)NC3CC3)cnn2c1C	-3.4	0.2	7.4	0.2
CC(C)(C)c1ccc(CSc2nc3ccccc3c(=O)n2NC(=O)c2cccs2)cc1	-3.1	0.3	0.8	-1.0
CN(C)CCCN(C(=O)c1ccc2c(c1)OCCO2)c1nc2c(F)cc(F)cc2s1	-27.0	-0.1	15.1	0.0
NC(=O)c1ccc(NC(=O)c2ccccc2NS(=O)(=O)c2ccc(F)cc2)cc1	-1.6	0.3	18.6	-0.4
COc1cc(/C(C)=N/N=C(N)N)cc(OC)c1OC	-2.0	0.1	6.3	1.3
Cc1c(Br)c([N+](=O)[O-])nn1CC(=O)Nc1c(F)cc(F)cc1Br	6.8	0.1	4.2	0.7
CCN1C(=O)/C(=c2\sc3n(c2=O)C(c2ccc(OC)cc2)C(C(=O)OC)=C(C)N=3)c2ccccc21 (stereo not given)	-0.5	-0.2	-0.3	0.2
CCOC(=O)CNC(=O)c1cncc(O)c1	-9.2	-0.1	0.3	0.3

Further structures follow:
SMILES	TEAD-YAP inh	FBW7 activator	MITF inh	GPR151 ag
CN1CCc2cc(C(CNS(=O)(=O)Cc3ccccc3Cl)N(C)C)ccc21 (stereo not given)	11.3	0.0	7.1	-0.3
CCOC(=O)c1cc([N+](=O)[O-])sc1NC(=O)c1ccc(S(=O)(=O)N2CCc3ccccc3C2)cc1	2.9	0.8	10.2	-0.7
COC(=O)c1cc(C(=O)NCc2ccccc2OC)cc([N+](=O)[O-])c1	4.2	-0.3	0.4	0.8
Cn1c(C(=O)OC(C(=O)NC(C)(C)C)c2cccnc2)cc2sccc21 (stereo not given)	10.9	0.0	-0.1	0.2
CC(C(=O)N1CCCc2ccccc21)c1ccc([N+](=O)[O-])cc1 (stereo not given)	7.6	0.0	1.4	1.7
NNC(=O)c1ccccc1CO	-7.3	0.0	1.4	1.8
CCN(CC)CCCNC(=O)c1cc2c(=O)n3ccccc3nc2s1	-8.0	0.1	10.8	0.6
Cc1nc2c(C(=O)NCCC3=CCCCC3)cnn2c(C)c1Cc1ccccc1	-3.2	-0.1	-2.6	-0.7
Cc1nc(-c2ccc(S(=O)(=O)N3CCCCC3)cc2)cs1	1.6	0.0	-1.5	1.7
FC(F)(F)c1nc(Nc2ccccc2Cl)sc1-c1ccccc1	-67.4	0.8	1.1	2.9
Cc1ccc(NC(=S)N(Cc2ccc(Br)cc2)Cc2ccc(C(=O)O)cc2)cc1Cl	-1.6	-0.1	-5.0	-0.1
CCCC1=NN2C(=N)/C(=C/c3cn(CCOc4ccc(C)c(C)c4)c4ccccc34)C(=O)N=C2S1	5.6	-0.1	-0.7	-1.5
Cc1nnc(C)n1/N=C/c1c(-c2ccccc2)[nH]c2ccccc12	21.1	0.6	14.3	-1.5
CN(C)C(=O)N1CCC(C(=O)N2CCC3(CC2)OCCO3)CC1	1.7	-0.1	-1.2	0.7
COc1ccc(C(=O)OCC2CC(c3ccccc3)=NO2)cc1OC (stereo not given)	-7.5	-0.5	-0.6	-0.5
Cc1ccc(CSc2ccc3nnc(CCNS(=O)(=O)c4ccccc4)n3n2)cc1	-7.0	1.2	17.9	0.3
O=C(CSc1ccc(-c2ccco2)nn1)Nc1cccc(Cl)c1Cl	-6.5	-0.2	-1.2	-0.7
CCCCOC(=O)C1=C(C)NC2=C(C(=O)CCC2)C1c1ccc(O)c(OCC)c1 (stereo not given)	9.0	0.2	-2.8	0.2
CCC(Sc1nc(Nc2ccc(F)c(F)c2)c2ccccc2n1)C(=O)Nc1ccc2c(c1)OCO2 (stereo not given)	6.1	0.6	8.7	0.2
O=C(CC1CC1)Nc1cnc2cnc(-c3cnn(Cc4ccccc4)c3)cn12	-1.9	0.7	23.8	-0.8
COc1ccc(N2C(=O)C3CCCN3C2c2cccc(F)c2)cc1 (stereo not given)	0.8	0.2	5.0	0.9
N#C/C(=C/c1ccc2c(c1)OCO2)c1cccc(C#N)c1	30.1	0.2	16.0	0.4
COc1ccc(C2CC(C(F)(F)F)n3nc(C(=O)NC(C)c4ccccc4)c(Cl)c3N2)cc1 (stereo not given)	7.7	-0.1	-5.1	0.7
CCOC(=O)N1CCc2c(sc3c2C(=O)NC(/C(C)=C/c2ccccc2)N3)C1 (stereo not given)	0.1	0.0	-1.3	0.5
Cc1ccc(/C(O)=C2/C(=O)C(=O)N(CCCC(=O)O)C2c2ccc3c(c2)OCO3)cc1 (stereo not given)	-2.2	0.1	-7.1	0.5

3 consecutive records already listed:
SMILES	TEAD-YAP inh	FBW7 activator	MITF inh	GPR151 ag
CCN(CC)CCCNC(=O)c1cc2c(=O)n3ccccc3nc2s1	-8.0	0.1	10.8	0.6
Cc1nc2c(C(=O)NCCC3=CCCCC3)cnn2c(C)c1Cc1ccccc1	-3.2	-0.1	-2.6	-0.7
Cc1nc(-c2ccc(S(=O)(=O)N3CCCCC3)cc2)cs1	1.6	0.0	-1.5	1.7

(listing goes on)
SMILES	TEAD-YAP inh	FBW7 activator	MITF inh	GPR151 ag
Cc1ccc2c(c1)c(=O)c1ccccc1n2CC(=O)Nc1ccc(C(F)(F)F)cn1	-4.0	0.0	13.8	-0.5
COc1cccc(C2C(C(=O)Nc3ccc(F)cc3)=C(C)NC3=C2C(=O)CCC3)c1OC (stereo not given)	10.1	-0.1	9.9	-1.0
COc1ccc(-c2nnc(SCC#N)n2-c2ccccc2)cc1	-10.7	-0.1	-3.3	0.0
COc1ccc(OC(C)C(=O)N2CCCCC2)cc1 (stereo not given)	-2.9	-0.2	-8.7	0.5
Cc1cccc(CN[C@H]2C[C@@H](C(=O)NCc3cccnc3)N(Cc3ccc(Cl)cc3)C2)c1	-9.2	0.0	10.7	0.5
COc1ccc(CCNc2cc(N3CCCCC3)ccc2[N+](=O)[O-])cc1OC	38.8*	-0.3	8.5	-0.2
O=[N+]([O-])c1ccc(CNCC2OCCc3ccccc32)cc1 (stereo not given)	14.7	-0.1	3.5	-0.5
COCCN1C(=O)/C(=C/c2ccc(OC)c(OC)c2)SC1=S	-5.4	-0.1	12.1	-1.1
CCOC(=O)C1=C(C)N=c2s/c(=C\c3ccc(OCc4ccccc4)cc3)c(=O)n2C1c1ccc(C(C)C)cc1 (stereo not given)	0.1	0.1	13.4	-0.1
CCOC(=O)N1CCC(n2c(SCC(=O)N(CC)c3cccc(C)c3)nc3ccccc3c2=O)CC1	10.6	0.0	1.2	-1.0
Cc1ccc(NC(=O)C(F)(F)F)cc1C	7.6	-0.2	2.5	-0.8
CCCOc1ccc(C(=O)NNC(=S)NC(=O)c2cccnc2)cc1	1.4	0.6	6.5	-0.6
COc1ccc(CNC(=O)c2cc(F)c(F)c(F)c2F)cc1OC	2.5	0.5	7.6	0.8
O=C(NC1CC1)c1csc(Nc2cccnc2)n1	6.7	0.0	8.4	1.2
CCOc1ncccc1C(=O)Nc1ccc2c([N+](=O)[O-])cccc2c1	-6.6	-0.1	-8.2	-0.5
Cc1ccccc1C(=O)Nc1sc2c(c1C(=O)OC(C)C)CCCC2	2.9	0.0	11.3	-1.7
COC(=O)c1ccc2c(=O)n(-c3ccccc3OC)c(=S)[nH]c2c1	-13.9	0.1	8.7	-1.0
Cc1nn(CCCNC(=S)Nc2cccc([N+](=O)[O-])c2)c(C)c1Br	0.8	-0.1	-19.7	-0.4
COCCn1c(=O)[nH]c2nc(-c3ccc(OC(F)(F)F)cc3)cnc21	-4.3	0.0	14.4	-1.4
CCOC(=O)c1c(NC(=O)c2cc3ccccc3o2)sc(C)c1C	-0.3	0.8	12.8	-0.8
Cc1cccc(CN2CCc3nnc(CNC(=O)c4ccccc4)n3CC2)c1	-0.3	0.1	-1.6	0.1
O=[N+]([O-])c1cccc(S(=O)(=O)Nc2cccc3ccccc23)c1	-4.2	0.1	7.1	-0.6
C=CCn1c(SCC(=O)NCCOCCO)nc2sc(C)c(C)c2c1=O	-12.8	0.2	-1.6	-1.6
O=C(CSc1nc2ccc(N3C(=O)c4cccc([N+](=O)[O-])c4C3=O)cc2s1)c1ccc(Cl)cc1Cl	-9.9	0.5	12.0	-0.6
N#C/C(=C/c1ccc(CNC(=O)C(=O)Nc2ccccc2)o1)C(=O)NCc1cccnc1	-8.7	-0.1	12.7	1.0

Of the compounds above, 3 have a cyano group.
SMILES	TEAD-YAP inh	FBW7 activator	MITF inh	GPR151 ag
N#C/C(=C/c1ccc2c(c1)OCO2)c1cccc(C#N)c1	30.1	0.2	16.0	0.4
COc1ccc(-c2nnc(SCC#N)n2-c2ccccc2)cc1	-10.7	-0.1	-3.3	0.0
N#C/C(=C/c1ccc(CNC(=O)C(=O)Nc2ccccc2)o1)C(=O)NCc1cccnc1	-8.7	-0.1	12.7	1.0

The listing continues:
SMILES	TEAD-YAP inh	FBW7 activator	MITF inh	GPR151 ag
CCCCCCNC(=O)c1ccc2c(c1)NC(=O)C(CSCc1cccc(F)c1)N2 (stereo not given)	-2.2	0.0	-10.3	-0.1
Cc1nc(-n2nc(C3CC3)cc2NC(=O)COc2ccc3ccccc3c2)[nH]c(=O)c1C	-5.1	0.1	14.2	0.1
O=C(NC1CCCC1)c1csc2c1CCCC2	-10.4	-0.1	-9.2	0.8
O=C(O)c1ccc(CNC(=O)c2cccc(Br)c2)cc1	-0.9	0.1	-3.5	-1.7
COP(=O)(OC)c1nc(-c2ccco2)oc1NCc1ccco1	-1.1	0.0	13.5	-1.0
CCOC(=O)C(=CNc1cc(C)ccn1)C(=O)OCC	4.5&-1.1	0.0&0.9	0.3&-8.8	0.2&-1.0
C=C(C)CSc1nc2sc3c(c2c(=O)n1Cc1ccccc1)CCC(C(C)(C)C)C3 (stereo not given)	3.2	-0.1	-3.5	0.7
Cn1c(SCc2ccccc2)nnc1C1CCCN1S(C)(=O)=O (stereo not given)	-0.9	-0.1	7.0	-0.2
COc1ccccc1-c1nnc(SCC(=O)Nc2ccccc2)o1	-22.2	0.0	6.8	0.5
NS(=O)(=O)c1ccc(NC(=O)CN2C(=O)NC(CCc3ccccc3)C2=O)cc1 (stereo not given)	4.0	0.1	5.2	-0.3
COc1ccc(Cl)cc1C(=O)N/C(=C\c1cccc([N+](=O)[O-])c1)C(=O)Nc1cccc(Cl)c1C	-5.7	0.0	-20.2	-1.2
Cn1cc(-c2ccc3cnc(Nc4ccc(-n5cnc(-c6ccccn6)n5)cc4)nc3c2)cn1	95.6*	-0.2	-2.5	0.3
CCCCC(C(=O)OCC)(C(=O)OCC)c1cc(Nc2ccc(C)cc2)c2c3c(onc13)-c1ccccc1C2=O	-10.3	-0.2	55.1*	-0.6
CCC(C)(C)NC(=O)C1CCN(S(=O)(=O)c2ccccc2)CC1	-3.7	0.1	5.4	-0.1
CC(C)NC(=O)c1nnc(Cc2c(F)cccc2Cl)o1	-8.9	0.0	-9.8	-0.7
COc1ccc(CCNc2nc(Nc3ccccc3)nc3c2ncn3C(C)C)cc1	4.8	0.0	9.4	-0.7
O=c1c2sccc2n(Cc2cc(=O)n3ccccc3n2)c(=O)n1-c1ccc(F)cc1	6.5	-0.1	3.9	-0.5
COc1ccc(S(=O)(=O)CCc2nnc(NC(=O)c3ccc(F)cc3)s2)cc1	4.4	0.0	14.6	0.0
Oc1oc(-c2cccc3ccccc23)nc1C=Nc1ccc(OC(F)(F)F)cc1	3.2	0.1	6.4	0.4
COc1ccc(OC)c(NC(=O)c2c(NCc3cccs3)sc3c2CCCC3)c1	-8.2	-0.2	7.7	-0.5
Cc1cc(/C=C2/NC(=O)NC2=O)cc(C)c1O	2.3	0.7	4.0	-1.7

Rows are unselected; about 3.4% have a hit in one of these screens.
